tim23-1 inh: growth inhibitors of tim23-1 mutant yeast | S. cerevisiae tim23-1 growth, BacTiter-Glo luminescence, 24 h | inhibition, % at 20 µM | 330,000 tested, 1.3% active | AID 463212;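 active = growth inhibition of the mutant yeast at or above 50%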;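 note: temperature-sensitive mutant grown at 25 °C; plate controls were DMSO-treated mutant yeast for no effect and medium wells lacking yeast for full effect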
UPR XBP1 act: activators of adaptive arm of unfolded protein response (XBP1) | CHO-XBP1 luciferase reporter, IRE1-XBP1 UPR activation, luminescence; percent of tunicamycin response, DMSO as zero | activation, % at 20 µM | 330,000 tested, 0.33% active | AID 463104;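 active = versus positive control, 20 µM dose yields 30% or more activation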;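 note: 100% = tunicamycin at 10 µg/mL and 0% = DMSO only wells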
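Assay system: IRE1-XBP1 luciferase reporter CHO line. Input: 1000 cells/well. Buffer or medium: F12 with 10% serum. Doses: 20 µM, 1% DMSO. Times: overnight seeding at 37 °C, 6 h compound treatment at 37 °C. Technique: Steady-Glo luciferase glow luminescence, 10 min after reagent addition.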
NR3A LBD binder: modulators (binders) of human NR3A ligand-binding domain; Tm shift relative to glycine control, % at 25 µM; 340,000 tested, 2.5% active; NR3A LBD differential scanning fluorimetry, Tm shift; 0% = protein alone, 100% = glycine-bound protein;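 active = melting temperature shift of at least 10% of the positive control shift, at one fixed dose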
Mdm2 MdmX PPI: disrupts the human Mdm2-MdmX interaction; 330,000 tested, 3% active; AID 485346; inhibition, % at 8 µM; SaOS-2 split-luciferase Mdm2/MdmX complementation, luminescence;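 active = inhibition of at least 50% at 8 µM in the primary screen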
Target sequence (O15151 whole entry, looked up): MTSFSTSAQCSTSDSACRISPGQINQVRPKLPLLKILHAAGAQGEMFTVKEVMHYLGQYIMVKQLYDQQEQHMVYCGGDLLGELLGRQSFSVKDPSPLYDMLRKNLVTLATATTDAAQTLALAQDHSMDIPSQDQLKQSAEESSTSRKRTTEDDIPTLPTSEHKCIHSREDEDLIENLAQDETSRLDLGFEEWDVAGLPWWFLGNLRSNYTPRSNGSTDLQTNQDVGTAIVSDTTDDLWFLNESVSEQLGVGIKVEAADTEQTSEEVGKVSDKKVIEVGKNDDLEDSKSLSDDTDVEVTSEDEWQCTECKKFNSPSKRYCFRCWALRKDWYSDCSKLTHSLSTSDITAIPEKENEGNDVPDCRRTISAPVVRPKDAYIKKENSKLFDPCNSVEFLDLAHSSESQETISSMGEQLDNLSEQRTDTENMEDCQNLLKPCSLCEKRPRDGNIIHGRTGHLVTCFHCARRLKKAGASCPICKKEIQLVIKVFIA
Target sequence (Q00987 whole entry, looked up): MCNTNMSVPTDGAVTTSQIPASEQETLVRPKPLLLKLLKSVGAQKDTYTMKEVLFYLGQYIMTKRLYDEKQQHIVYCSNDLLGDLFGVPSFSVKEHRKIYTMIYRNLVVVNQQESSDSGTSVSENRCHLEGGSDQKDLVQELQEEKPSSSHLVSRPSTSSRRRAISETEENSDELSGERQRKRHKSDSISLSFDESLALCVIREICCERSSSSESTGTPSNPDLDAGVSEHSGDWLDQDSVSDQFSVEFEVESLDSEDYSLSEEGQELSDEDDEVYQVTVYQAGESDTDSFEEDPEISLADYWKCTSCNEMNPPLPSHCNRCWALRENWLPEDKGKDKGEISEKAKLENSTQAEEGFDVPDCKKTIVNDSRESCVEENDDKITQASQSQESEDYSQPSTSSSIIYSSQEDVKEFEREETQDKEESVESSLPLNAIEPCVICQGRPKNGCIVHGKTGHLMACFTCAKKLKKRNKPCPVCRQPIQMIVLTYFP
TIM10 inh: TIM10 yeast growth inhibition. AID 463195. S. cerevisiae TIM10 strain growth, BacTiter-Glo luminescence, 24 h. inhibition, % at 10 µM. 330,000 tested, 1.4% active;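 active = inhibition of 40% or more at the single tested concentration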;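 note: wild-type TIM10 isogenic control strain grown at permissive 25 °C; 0% = DMSO yeast wells and 100% = minimal medium wells without yeast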
tim10-1 inh: growth inhibitors of tim10-1 mutant yeast; S. cerevisiae tim10-1 ts strain growth, BacTiter-Glo, 24 h; inhibition, % at 20 µM; 330,000 tested, 2.2% active; AID 463190;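 active = inhibition of at least 40%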;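 note: mutant grown at 25 °C; 0% = DMSO wells with yeast and 100% = wells holding no yeast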
NALP3 yeast inh: NALP3 inhibition in yeast; AID 2825; 330,000 tested, 0.39% active; inhibition, % at 10 µM; Yeast reconstituted NLRP3/ASC/caspase-1, beta-gal luminescence, 24 h;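 active = inhibition of 50% or more; inactive = inhibition below 50%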;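 note: plate controls were induced DMSO wells for no effect and uninduced yeast grown without galactose for full effect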
APJ ag: activates the human apelin receptor APJ. P35414. CHO-K1 APJ PathHunter beta-arrestin, luminescence; 0% DMSO wells, 100% apelin. activation, % at 20 µM. 330,000 tested, 0.11% active. AID 2520;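 active = activation more than six SD over the plate average, tested at 20 µM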;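 note: 0% = DMSO alone and 100% = apelin-13 at 10 nM; some results filed as inactive read as strong as hits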
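Material: engineered CHO-K1 APJ arrestin reporter cells; amount: 1000 CHO-K1 reporter cells seeded per well; incubation: compound stimulation 90 min at 25 °C, detection 60 min; signal: luminescent beta-gal fragment complementation, chemiluminescent substrate; read-out basis: APJ agonist activity; controls: DMSO-only wells as negative, 10 nM Apelin-13 as positive control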
CHOP UPR activ: apoptotic UPR (CHOP) activation. CHO-CHOP luciferase reporter, luminescence; percent of tunicamycin response over DMSO baseline. activation, % at 10 µM. 330,000 tested, 0.34% active. AID 449763;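 active = at 10 µM dose, activation of 40% or more, normalized to positive control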;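 note: 100% = tunicamycin at 10 µg/mL and 0% = DMSO alone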
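measured by = luciferase luminescence | assay system = CHO-CHOP cells, stable luciferase reporter of PERK-eIF2a-CHOP signalling | amount = 500 reporter cells seeded per well | timing = 6 h compound exposure at 37 °C after overnight seeding | controls = positive tunicamycin 10 µg/mL, negative DMSO alone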
Active calls of the source: *; / = no result given.

Screens in order – tim23-1 inh, UPR XBP1 act, NR3A LBD binder, Mdm2 MdmX PPI, TIM10 inh, tim10-1 inh, NALP3 yeast inh, APJ ag, CHOP UPR activ
1	O=C(COC(=O)c1c(Cl)cccc1Cl)Nc1cccc(S(=O)(=O)NC2=NCCCCC2)c1
→ 16, 2, 1, -1, 2, 17, -5, 1, -2.5
2	COc1ccc(-c2nn(-c3ccccc3)cc2C2CC(c3cccs3)=NN2C(=O)CCCC(=O)O)cc1 (stereo not given)
→ 10, -4, -2, -8, 14, 12, 5, -1, 3.6
3	O=C(O)c1cc(NCc2ccc(F)cc2)ccc1N1CCOCC1
→ 3, -7, -1, 25, -2, -5, 6, -2, -1.6
4	CC(C)C(NC(=O)c1ccc(Br)cc1)C(=O)NC1=NCCS1 (stereo not given)
→ -15, 1, -4, -27, 7, 10, 5, -1, -2.9
5	CC(C)(C)OC(=O)N1CCCC1C(=O)NCCc1ccccc1 (stereo not given)
→ 1, -1, 2, 22, -6, -2, -7, -4, 1.3
6	CSCCC(NC(=O)c1ccccc1)C(=O)N/N=C(\C)c1ccccc1 (stereo not given)
→ 11, -1, -2, -36, 9, 7, 12, 1, -2.0
7	COc1ccc(C2C3=C(CCCC3=O)Nc3n[nH]c(C)c32)cc1OC (stereo not given)
→ 13, -1, 0, -22, -6, -10, -9, -2, 1.8
8	COc1ccc(C(=O)Nc2ccccn2)cc1
→ 37, -3, 2, -3, 4, -14, -2, 8, -0.4
9	CSc1cccc(NCc2ccc([N+](=O)[O-])cc2)c1
→ 14, -1, -2, 24, -6, 23, 23, -3, 3.4
10	CN1CCN(C(=O)C2=C[C@@H](c3csc4ccccc34)C[C@@H](OCCCCO)O2)CC1
→ 2, -1, -2, 15, 4, -18, 11, -3, -0.7
11	O=C1c2ccsc2SCCN1Cc1ccc(F)cc1
→ 6, -4, 1, -11, -7, 24, 65*, -3, 0.9
12	Clc1cc(Cl)cc(Nc2ncn[nH]2)c1
→ 16, 0, 2, -14, 5, 15, 12, 0, 1.5
13	Cc1cc(NC(=O)CSc2nnc(C3CC3)n2N)no1
→ -10, -4, -1, 18, -3, -17, 7, -4, 2.1
14	O=C(/C=C/c1ccco1)N1CCN(S(=O)(=O)c2ccc(F)c(F)c2F)CC1
→ 1, 1, 0, 17, 15, 16, 20, -2, -1.5
15	CCOc1ccc(N(CC(=O)NCc2ccccc2OC)S(C)(=O)=O)cc1
→ 13, 3, 0, -35, 2, 11, -6, -1, 2.8
16	O=C(CN1C2=NCCCN2c2ccccc21)c1ccc2c(c1)OCO2
→ -8, -1, 0, 19, -1, 2, -3, -4, -1.7
17	Cc1nn(Cc2ccc(Cl)cc2Cl)c(Cl)c1/C=C/C(=O)OCC(=O)NCC(F)(F)F
→ 4, -4, -2, 15, -2, 12, -7, -1, -4.0
18	COc1cc(-c2nn3c(-c4cccnc4)nnc3s2)cc(OC)c1OC
→ 29, 0, -1, 13, 29, 19, 7, 0, -0.6
19	CCN(CC(=O)Nc1ccc(OC)cc1)C(=O)CSCc1c(C)noc1C
→ -1, 0, 2, 18, 1, -8, 8, -4, 1.1
20	COC(=O)c1cc(COC(=O)c2cccnc2SC)oc1C
→ 14, -3, 2, -12, 16, 17, 9, -5, 0.8
21	Cc1ccc(S(=O)(=O)N2CCOCC2)cc1C(=O)OCC(=O)N1CCCC1=O
→ 8, 0, -4, -2, -10, 3, 5, -1, 0.0
22	Fc1ccccc1CCNc1c2c(nc3ncnn13)CCCC2
→ -19, 0, -1, 45, -5, -20, 11, -1, -3.4
23	Cc1cc(C(=O)COC(=O)CCC(=O)c2ccc3c(c2)OCCO3)c(C)n1Cc1ccco1
→ 6, -2, 1, 4, 15, 22, 0, 3, 0.1
24	COc1cc(CNC2CCCCCC2)cc(OC)c1O
→ -2, -3, -11, 6, -1, -4, 4, -6, -1.1
25	Cc1nn(CC(=O)Nc2ccc3nc4n(c(=O)c3c2)CCCC4)c(C)c1[N+](=O)[O-]
→ -6, -3, 1, 5, -10, 15, 2, -1, 0.5
26	Cc1ccc(S(=O)(=O)N2CCC(C(=O)C3C(=O)CC(C)(C)CC3=O)CC2)cc1
→ 0, -2, -1, 3, -12, 1, 4, 0, -0.7
27	COc1ccc(CNC(=O)c2ccc3c(c2)N(C)CCS3)cc1
→ 0, 1, 0, 2, -9, -7, 31, -1, 2.6
28	C=CC[C@@H](CC(=O)N[C@@H](CO)Cc1ccccc1)C(=O)N[C@H](COC(=O)[C@H](CC=C)CC(=O)OC(C)(C)C)Cc1c[nH]c2ccccc12
→ 3, 3, -6, 22, 7, 3, 29, 0, 5.3
29	Nc1nc(-c2ccc(NC(=O)c3ccco3)cc2)cs1
→ 56*, -10, 2, -132, 39, 35, 7, -1, -5.2
30	O=C1CSC(c2ccccc2F)N1c1cc(Cl)ccc1O (stereo not given)
→ 9, 2, 1, 21, 1, 26, 11, -4, 4.4

10 entries out of the list, ordered by length of the SMILES, lowest first:
Screens in order – tim23-1 inh, UPR XBP1 act, NR3A LBD binder, Mdm2 MdmX PPI, TIM10 inh, tim10-1 inh, NALP3 yeast inh, APJ ag, CHOP UPR activ
8	COc1ccc(C(=O)Nc2ccccn2)cc1
→ 37, -3, 2, -3, 4, -14, -2, 8, -0.4
22	Fc1ccccc1CCNc1c2c(nc3ncnn13)CCCC2
→ -19, 0, -1, 45, -5, -20, 11, -1, -3.4
27	COc1ccc(CNC(=O)c2ccc3c(c2)N(C)CCS3)cc1
→ 0, 1, 0, 2, -9, -7, 31, -1, 2.6
4	CC(C)C(NC(=O)c1ccc(Br)cc1)C(=O)NC1=NCCS1 (stereo not given)
→ -15, 1, -4, -27, 7, 10, 5, -1, -2.9
16	O=C(CN1C2=NCCCN2c2ccccc21)c1ccc2c(c1)OCO2
→ -8, -1, 0, 19, -1, 2, -3, -4, -1.7
18	COc1cc(-c2nn3c(-c4cccnc4)nnc3s2)cc(OC)c1OC
→ 29, 0, -1, 13, 29, 19, 7, 0, -0.6
6	CSCCC(NC(=O)c1ccccc1)C(=O)N/N=C(\C)c1ccccc1 (stereo not given)
→ 11, -1, -2, -36, 9, 7, 12, 1, -2.0
26	Cc1ccc(S(=O)(=O)N2CCC(C(=O)C3C(=O)CC(C)(C)CC3=O)CC2)cc1
→ 0, -2, -1, 3, -12, 1, 4, 0, -0.7
23	Cc1cc(C(=O)COC(=O)CCC(=O)c2ccc3c(c2)OCCO3)c(C)n1Cc1ccco1
→ 6, -2, 1, 4, 15, 22, 0, 3, 0.1
10	CN1CCN(C(=O)C2=C[C@@H](c3csc4ccccc34)C[C@@H](OCCCCO)O2)CC1
→ 2, -1, -2, 15, 4, -18, 11, -3, -0.7

Further entries
Screens in order – tim23-1 inh, UPR XBP1 act, NR3A LBD binder, Mdm2 MdmX PPI, TIM10 inh, tim10-1 inh, NALP3 yeast inh, APJ ag, CHOP UPR activ
31	O=C1CCCc2oc3ccc(NS(=O)(=O)c4cccc5cccnc45)cc3c21
→ 11, -1, -2, 15, 14, 13, 21, -1, -0.6
32	CC1CCCCN1C(=O)CSc1nc2ccccc2[nH]1 (stereo not given)
→ 20, -2, 1, -1, 3, 12, 21, -1, 3.7
33	C[C@]1(CO)CCC[C@@]2(C)C1CC[C@@H](CO)[C@@H]2CCc1ccoc1 (stereo not given in full)
→ 28, -3, 2, 8, 4, 19, 48, -3, 1.9
34	CCOc1cc(/C=N/NC(=O)c2ccc3c(c2)OCCO3)cc(Br)c1O
→ -8, 0, -3, -3, -5, -29, 15, -1, 3.0
35	Cc1ccn(CC(=O)NC2CCCN(Cc3ccc(CC(C)C)cc3)C2)n1 (stereo not given)
→ 3, -2, 1, 14, 5, 11, 9, 4, 2.5
36	Cc1cccc(CCNC(=O)CCNS(=O)(=O)c2cc(Br)cnc2N)c1
→ 13, -3, 0, -5, 13, 18, -6, 2, 0.4
37	Cc1ccc(S(=O)(=O)N(C)C)cc1NC(=O)c1cc(-c2ccncc2)nc2ccccc12
→ -9, -1, -4, 18, -3, -4, 0, 1, -1.4
38	Cc1ccc(C)c(NC(=O)Cn2nnc(C(=O)Nc3c(C)cccc3C)c2N)c1
→ 12, -4, 5, 16, 8, 12, 8, 0, 0.3
39	COc1ccc2c(c1)c(C(C)=O)c(C)n2CCc1ccccc1
→ 21, -2, -2, 35, -8, 26, 26, -4, -1.1
40	O=C(CCCOc1ccccc1)N1CCN(c2ccccn2)CC1
→ 10, -10, 0, -66, 4, 2, 1, -2, -2.7
41	COc1ccc(C2=NS(=O)(=O)N(C)C(C(=O)N3CCC(C)CC3)=C2)cc1
→ 8, -3, 0, 17, 2, 15, 18, -5, 0.0
42	CC(=O)N1CCc2cc(N=NC3=C(O)CC(C)(C)CC3=O)ccc21
→ -14, -3, -3, -44, -3, -3, 14, -5, -0.9
43	CC(=O)OCCNc1nc(-c2ccccc2)nc2ccccc12
→ 6, -2, -1, 17, 26, 31, 8, -4, 0.6
44	Nc1ccn(-c2ccc(Cl)cc2)c(=O)c1
→ 1, -1, 0, -20, -1, -12, 9, -1, -2.7
45	O=C(c1cccc(C(F)(F)F)c1)c1c[nH]c(C(=O)NCC2CCCO2)c1 (stereo not given)
→ 5, -3, 0, -7, 0, 6, -1, 2, 0.5
46	COCc1c(C(=O)N/N=C/c2ccncc2)nnn1-c1nonc1N
→ 0, 1, 1, 24, -1, 12, 13, -2, 0.5
47	C/C(=N\NC(=O)CCc1ccc(S(=O)(=O)N2CCOCC2)cc1)c1ccc(OC(F)F)cc1
→ -2, -1, 0, -17, -12, 26, -15, -3, -1.2
48	O=C(Nc1ccc(C(F)(F)F)cn1)Nc1cccs1
→ 10, 7, -1, 17, 10, 0, -2, 1, 4.2
49	CCOc1cc(-c2nc(C)c(C(C)=O)n2O)ccc1OCC(=O)Nc1cccc(C)c1
→ -12, -3, 0, -2, 16, 20, 17, 0, -0.6
50	O=C1c2ccccc2[C@@H]2CC(O)C(O)CCN12 (stereo not given in full)
→ 23, -2, -1, -12, 4, 4, /, /, 1.4
